PKM2 activator = PKM2 (human) enzyme activation; purified PKM2, Kinase-Glo ATP luminescence, activation; response scale: 0% is enzyme alone, no compound; Potency, µM (top dose mostly 57.5 µM), inactives show at the highest dose activation, actives largely listed as activators; 0.34% of 260,000 active; also: potency is read from the fitted curve at half-maximal effect; % is scaled to controls: 0 for no effect and ±100 for the full control effect; nearly all actives have a fitted effect of over 55% in size
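hPK-M2, >95% pure; 0.1 mM ADP / 0.5 mM PEP final; imidazole pH7.2 buffer w/ 7 mM MgCl2, 50 mM KCl; 1 h RT; Kinase-Glo lum. Intermediate enzyme activity for dual inhibitor/activator qHTS.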
Giardia killer = kills Giardia lamblia | 0.15% of 340,000 active | AID 540267 | Giardia lamblia trophozoite viability | activity change, % at 7.66 µM, hits read low; in the data active = activity change below about -80%; inconclusive = between about -30% and that limit;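 also: parasites exposed to compound for two days anaerobically before the ATP read; % is scaled to controls: 0 for no effect and ±100 for the full control effect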
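Killing of trophozoites was scored by loss of ATP luminescence after a 48 hrs anaerobic exposure to compounds at 37 deg C, using 100 cells per well.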
Integrin act MD = integrin-mediated muscular dystrophy alleviation activation. alpha7betagal myoblasts, beta-gal FDG fluorescence, 48 h. Potency, µM (series often up to 38.3 µM), inactives show at the top dose activation, usual class: activators. 0.064% of 350,000 active;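 also: potency is read from the fitted curve at half-maximal effect; 100% = response of the positive control SU9516; nearly all actives have a fitted effect of over 60% in size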
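alpha7betagal+/- myoblasts (passage 13, 250/well) treated 48 h at 37C with compounds at 1:260 dilution of DMSO stock. Lysed, then beta-galactosidase activity read as FDG fluorescence (ex 480/em 540) after 30 min, with pre-read for autofluorescence.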
Coupling enz = coupling enzyme interference in Giardia aldolase counter-screen. activity change, negative = inhibition, % at 58.2 µM, hits read low. coupling enzyme system counterscreen, AmpLite Red fluorescence. AID 2472. 0.67% of 290,000 active; in the data active = activity change below about -30%; also: % is scaled to controls: 0 for no effect and ±100 for the full control effect
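Counterscreen lacking aldolase: glyceraldehyde-3-phosphate coupling-enzyme reagent preincubated 10 min at RT with compound (at 57.5 uM final), then substrate/coupling system with AmpLite Red added; fluorescence read at 525/598 nm after 20 min RT.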
BCR signal inh = blocks chronic active B-cell receptor signaling; ABC-DLBCL IkBa-CBG/CBR reporter, luminescence ratio, 4 h; Potency, µM (series often up to 46.1 µM), for inactives: at the top dose ratio change, negative = lower green/red ratio, usual class: inhibitors; 0.05% of 340,000 active; AID 493014; active = well fitted inhibition curve with a large enough effect in the signal ratio, with a control signal flat, not every such curve was filed as active; inconclusive = small, poorly fitted or top-dose-only effect, or effect the other way, or a change in a side signal; the % refers to the signal ratio;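 also: potency is read from the fitted curve at half-maximal effect; plate controls were basal doxycycline-induced cells for no effect and cells given 10 µM MG132 for full effect; MG132 reads +100%, hits lower the ratio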
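Doxycycline induced both beetle luciferases in TMD8 lymphoma cells; IKK-driven degradation limits the IkappaBalpha-fused green signal, while red luminescence normalises for cell number and nonspecific effects. Compounds tested up to 46 uM, 4 hrs.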
Menin-MLL TR inh = inhibitors of human menin-MLL interaction, mutant MLL peptide | 0.23% of 270,000 active | Menin + Texas Red MLL mutant peptide, fluorescence polarization | O00255 | Potency, µM (titrated, usually from 61.6 µM), without a hit: top-dose FP activity change, negative = inhibition, usual class: inhibitors; active = well fitted inhibition curve with a large enough effect in the polarisation, with a control signal flat, not every such curve was filed as active; inconclusive = small, poorly fitted or top-dose-only effect, or effect the other way, or a change in a side signal; inactive = no such curve, though single readings can be large or run the other way; the % refers to the polarisation; also: potency is read from the fitted curve at half-maximal effect; % of control where 0% means no effect; many of its hits are not listed in these tables
S-ASM inh = inhibitors of human secretory acid sphingomyelinase. 0.006% of 340,000 active. Potency, µM (highest dose often 57.5 µM), inactives show at the highest dose activity change, negative = inhibition, usual class: inhibitors. placental ASM, HMU-PC fluorogenic substrate, 60 min. AID 504937. P17405; also: potency is read from the fitted curve at half-maximal effect
Target sequence (P17405 47-631 limits assumed): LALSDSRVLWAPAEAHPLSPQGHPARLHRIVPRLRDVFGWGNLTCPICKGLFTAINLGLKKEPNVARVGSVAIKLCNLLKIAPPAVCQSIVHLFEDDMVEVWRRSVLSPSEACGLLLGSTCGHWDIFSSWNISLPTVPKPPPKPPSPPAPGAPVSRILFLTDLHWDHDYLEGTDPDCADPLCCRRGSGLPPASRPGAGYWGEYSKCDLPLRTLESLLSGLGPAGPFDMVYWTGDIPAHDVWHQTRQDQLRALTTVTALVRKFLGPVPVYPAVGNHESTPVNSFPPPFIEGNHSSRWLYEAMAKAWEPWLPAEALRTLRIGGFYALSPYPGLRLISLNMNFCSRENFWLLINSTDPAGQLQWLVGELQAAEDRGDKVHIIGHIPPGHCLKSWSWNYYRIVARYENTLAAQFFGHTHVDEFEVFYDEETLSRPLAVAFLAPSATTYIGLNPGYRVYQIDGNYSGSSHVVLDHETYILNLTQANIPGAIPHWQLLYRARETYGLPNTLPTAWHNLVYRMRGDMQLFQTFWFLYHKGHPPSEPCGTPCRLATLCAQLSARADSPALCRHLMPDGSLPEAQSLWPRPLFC
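Fluorogenic HMU-PC substrate (9 uM final) is turned over by placental ASM in 60 min at 37 C after a 10 min compound preincubation. Reaction ended by alkaline stop (pH 10), with fluorescence read at 386/447 nm.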
Tb PFK inh = blocks T. brucei phosphofructokinase; O15648; T. brucei PFK, ADP-Glo luminescence; Potency, µM (highest dose often 57.5 µM), for the others: at the highest dose activity, negative = inhibition, usual class: inhibitors; 0.17% of 330,000 active;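 also: potency is read from the fitted curve at half-maximal effect; 0% = uninhibited 1x PFK enzyme wells and -100% = no-enzyme wells; nearly all actives have a fitted effect of over 60% in size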
Target sequence (O15648 whole entry, looked up): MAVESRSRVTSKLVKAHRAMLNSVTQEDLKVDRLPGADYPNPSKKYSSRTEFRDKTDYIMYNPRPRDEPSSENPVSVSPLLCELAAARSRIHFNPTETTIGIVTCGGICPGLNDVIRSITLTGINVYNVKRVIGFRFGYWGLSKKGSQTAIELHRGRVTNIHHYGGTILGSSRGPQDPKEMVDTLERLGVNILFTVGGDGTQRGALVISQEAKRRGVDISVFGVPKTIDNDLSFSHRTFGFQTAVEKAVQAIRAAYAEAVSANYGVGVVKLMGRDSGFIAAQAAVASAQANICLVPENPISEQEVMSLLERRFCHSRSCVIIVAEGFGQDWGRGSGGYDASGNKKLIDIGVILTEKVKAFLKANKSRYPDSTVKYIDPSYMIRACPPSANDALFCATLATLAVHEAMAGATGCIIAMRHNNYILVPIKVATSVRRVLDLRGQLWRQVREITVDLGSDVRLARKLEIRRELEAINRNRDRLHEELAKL
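Compounds were pin-transferred as a titration series up to 57 uM into substrate buffer (0.5 mM F6P, 0.1 mM ATP, pH 8.0), then 1.25 nM PFK was added and reactions ran 45 min before ADP-Glo detection.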
TSG101-PTAP inh = blocks PTAP/TSG101 interaction to inhibit HIV-1 budding; Fluorescence polarization, FITC-PTAP peptide / Tsg101 binding; Potency, µM (titrated, usually from 115 µM), for the others: at the highest dose activity change, negative = inhibition, hits mostly inhibitors; 340,000 tested, under 10 active; AID 493005; active = well fitted inhibition curve with a large enough effect in the main read-out, with a control signal flat, not every such curve was filed as active; inconclusive = small, poorly fitted or top-dose-only effect, or effect the other way, or a change in a side signal; inactive = no such curve, though single readings can be large or run the other way; also: potency is read from the fitted curve at half-maximal effect; % of control where 0% means no effect
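Tsg101 binding domain (10 uM final) was mixed with compound and a FITC-labeled PTAP peptide (50 nM final) in HEPES pH 7.5 buffer with NaCl, Tween 20, EDTA and TCEP; fluorescence polarization was read after 20 min at r.t.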
B2AR arrestin = recruits beta-arrestin to the human beta2-adrenergic receptor | beta-arrestin recruitment to beta2AR, cell-based reporter | Potency, µM (highest dose often 46.1 µM), without a hit: at the highest dose activation, actives largely listed as activators | 0.02% of 330,000 active;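 also: potency is read from the fitted curve at half-maximal effect; 0% = DMSO controls and full agonism = EC100 isoproterenol or metaproterenol; nearly all actives have a fitted effect of over 65% in size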
GALK inhibitor = inhibitors of human galactokinase; 0.007% of 270,000 active; P51570; Potency, µM (titrated, usually from 57.5 µM), inactives show at the highest dose activity change, negative = inhibition, actives largely listed as inhibitors; Purified GALK, Kinase-Glo residual ATP luminescence; also: potency is read from the fitted curve at half-maximal effect; % is scaled to controls: 0 for no effect and ±100 for the full control effect
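Compounds were pin-transferred into ATP buffer (35 uM final), then GALK plus galactose (5 nM, 100 uM final) was added. After 1 h at room temperature, Kinase-Glo Plus was added and luminescence read after 10 min.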
* hit, by the source's call; u = inconclusive; x = not tested or not shown; & = joins results of further samples; [ ] = another dose, or the depositor's remark. Unless noted, calls follow the shape of the dose curve; as a rule, active = well fitted curve in the direction sought with a large enough effect; inconclusive = small, poorly fitted or top-dose-only effect, or another doubt; inactive = no such curve, though single readings can be large; an effect the other way counts as inactive or inconclusive.

Each structure is followed by: Integrin act MD, Giardia killer, PKM2 activator, S-ASM inh, Coupling enz, Menin-MLL TR inh, GALK inhibitor, Tb PFK inh, BCR signal inh, B2AR arrestin, TSG101-PTAP inh
- CCCCNC(=O)CC(C(=O)N1CCc2ccccc21)n1ccnc1 (stereo not drawn)
→ 20%[7.66 µM], 3, -15%, -3%, 2, 6%, -2%, -2%, u, -0.1%, -5%
- CCOC(=O)N1CCN(C(=O)CSC2=NS(=O)(=O)c3ccccc3N2)CC1
→ 6%, 12, x, x, x, x, x, -4%, 2%, -1.9%, -3%
- COC(=O)c1c(C)[nH]c(C)c1-c1ccc(C)cc1
→ 6%, -1, -4%, -2%, -3, -1%, -1%, -4%, -12%, -0.5%, -3%
- CCCCCCCCSc1nnc(CSc2nc3nc(C)cc(C)n3n2)o1
→ 0%, -14, -1%, u, 2, 6%, 0%, 3%, -7%, 0.3%, -1%
- Cc1noc(NS(=O)(=O)c2ccc(NC(=O)c3ccc(Br)o3)cc2)c1C
→ 5%, 43[activator], -8%, 3%, 12, 9%, -6%, 10%, -8%, 0.4%, 1%
- Cc1ccc(NC(=O)C2CCCN2C(=O)NC2CCCCC2)cc1C (stereo not drawn)
→ -11%, -5, -1%, 0%, 1, 11%, 2%, 0%, 0%, -1.0%, 0%
- NC(=O)CSc1nc2c(sc3ccccc32)c(=O)n1CCCN1CCOCC1
→ -19%, 15, -12%, -1%, 0, -3%, -1%, 0%, u, -0.3%, -5%
- Cc1ccc(NC(=O)COC(=O)Cc2ccc(Br)cc2)cc1S(=O)(=O)N1CCOCC1
→ 31%, -2, x, -16%, x, x, x, -5%, -4%, -0.3%, -1%
- COc1ccccc1-c1sc2ccccc2c1C#Cc1ccc(N(C)C)cc1
→ 9%, -18, x, x, x, x, x, -2%, 9%, -0.3%, x
- Cc1csc(Sc2ccc(C(=O)OCC(=O)Nc3ccc(OC(F)(F)F)cc3)cc2[N+](=O)[O-])n1
→ -56%[inhibitor], 10, 2%, -7%, 0, u, -3%, -2%, 2%, -2.3%, -7%
- COc1ccc(C2C3=C(CCCC3=O)Nc3nc(C(F)(F)F)nn32)cc1OC (stereo not drawn)
→ 5%, 5, -20%, 70%[activator], 7, 0%, 0%, u, 2%, -0.8%, -4%
- CCOC(=O)CNC(c1ccccc1)c1cc(Br)ccc1NC(C)=O (stereo not drawn)
→ 26%, 3, -22%, 1%, 3, -19%, -2%, 1%, 3%, -0.4%, -6%
- Cc1ccc(CSc2nc3[nH]ncc3c(=O)[nH]2)cc1
→ -9%, 1, 1%, -2%, 2, -1%, -2%, -2%, 0%, 0.2%, -14%
- Nc1c(Cl)cc(-c2csc(N3CCCC3c3nc4cc(Cl)c(Cl)cc4n3CCOCCO)n2)cc1Cl (stereo not drawn)
→ 18%, -16, 0%, -19%, -2, u, x, -6%, 18%, -0.2%, 1%
- CC(C)CC(/C(O)=C(\C#N)c1nc2ccccc2[nH]1)N1C(=O)c2ccccc2C1=O (stereo not drawn)
→ -25%, -21, 5%, -18%, -4, 27%, 0%, 0%, u, 0.5%, 0%
- O=C(Nc1nc2ccc(C(=O)N3CCCCC3)cc2s1)C1CCCCC1
→ 11%, 22, -2%, -7%, 1, -3%, -1%, -1%, u, -1.1%, 0%
- Cc1ccnn1CCC(=O)N1CCCC(CCC(=O)NCc2ccccc2F)C1 (stereo not drawn)
→ 6%, 10, 0%, 1%, 0, 2%, 11%, 4%, 14%, 0.1%, 0%
- COc1ccc(N)cc1S(=O)(=O)Nc1ccccc1Cl
→ 1%, 16, 1%, -1%, -5, x, 0%, -2%, -2%, -1.1%, -1%
- COc1cccc(NC(=O)C(=O)NCCC2CCCCN2S(=O)(=O)c2ccccc2)c1 (stereo not drawn)
→ 7%, -11, x, 1%, x, x, x, 23%, u, 0.4%, 1%
- O=C(CSc1cccc2cccnc12)Nc1cccc(S(=O)(=O)N2CCOCC2)c1
→ -19%, 2, 5%, 1%, 2, 14%, 9%, -3%, -10%, 0.4%, 1%

Whole records from above. Order of screens: Integrin act MD | Giardia killer | PKM2 activator | S-ASM inh | Coupling enz | Menin-MLL TR inh | GALK inhibitor | Tb PFK inh | BCR signal inh | B2AR arrestin | TSG101-PTAP inh
Results for COC(=O)c1c(C)[nH]c(C)c1-c1ccc(C)cc1 → 6% | -1 | -4% | -2% | -3 | -1% | -1% | -4% | -12% | -0.5% | -3%
Results for O=C(Nc1nc2ccc(C(=O)N3CCCCC3)cc2s1)C1CCCCC1 → 11% | 22 | -2% | -7% | 1 | -3% | -1% | -1% | u | -1.1% | 0%

Quoted from the listing.
NC(=O)CSc1nc2c(sc3ccccc32)c(=O)n1CCCN1CCOCC1 | PKM2 activator = -12%
CCOC(=O)CNC(c1ccccc1)c1cc(Br)ccc1NC(C)=O (stereo not drawn) | Giardia killer = 3
Cc1ccc(NC(=O)C2CCCN2C(=O)NC2CCCCC2)cc1C (stereo not drawn) | GALK inhibitor = 2%

Other compounds follow:
Each structure is followed by: Integrin act MD, Giardia killer, PKM2 activator, S-ASM inh, Coupling enz, Menin-MLL TR inh, GALK inhibitor, Tb PFK inh, BCR signal inh, B2AR arrestin, TSG101-PTAP inh
- COc1ccc2c3c(c(=O)oc2c1)C1O[C@](CCCCN2C(=O)c4ccccc4C2=O)(Cc2cc(OC)c(OC)cc21)O3
→ x, x, 3%[11.5 µM], x, 0, 22%[11.7 µM], x, 0%[11.5 µM], u, -0.1%[9.22 µM], x
- CCN1C(=O)N[C@H](c2ccccc2)C(C(C)=O)=C1C
→ -6%, 6, 13%[11.5 µM], 5%, 4, 1%[11.7 µM], x, x, x, x, 0%
- CCOc1ccccc1OCCCC(=O)NNC(=O)c1cc(C)oc1C
→ 18%, -7, x, 7%, x, x, x, -5%, -3%, -3.3%, 2%
- O=C(N/N=C/C=C/c1cccc([N+](=O)[O-])c1)c1ccncc1
→ 15%, 10, 0%, 1%, 0, x, -2%, -12%, -10%, 0.0%, 0%
- O=C(CSc1ncn(-c2ccccc2)n1)N1CCN(c2ccccc2)CC1
→ -4%, 2, -3%, -7%, 0, -25%, -2%, -5%, -3%, 0.0%, -3%
- Clc1ccc(N2CCN(c3nc4nonc4nc3N3CCSCC3)CC2)nc1
→ 7%, -21, -2%, -3%, -2, 8%, -1%, 3%, 5%, -0.6%, -3%
- Cc1onc(-c2ccccc2Cl)c1C(=O)N1CCOC12CCCCC2
→ -35%, -22, -1%, 3%, 1, -28%, 1%, 1%, 2%, 0.0%, -1%
- COc1cccc(CNC(=O)C(NS(=O)(=O)c2ccc3c(c2)CCN3C(C)=O)C(C)C)c1 (stereo not drawn)
→ 10%, 7, x, 2%, x, x, 4%, -3%, 2%, -0.5%, -5%
- CCCC[n+]1ccn(C2=C([O-])c3ccccc3C(=O)/C2=N\S(=O)(=O)c2ccccc2)c1
→ -69%[inhibitor], -20, -2%, -7%, x, -6%, 0%, -1%, u, -0.3%, -1%
- C[C@H](NC(=O)c1ccco1)C(=O)N1CCCC1
→ 28%, -12, 0%, 7%, 1, -15%, -1%, 4%, 5%, 0.1%, -2%
- CC(C)(C)NC(=O)C(c1ccncc1)N(Cc1cccs1)C(=O)c1csnn1 (stereo not drawn)
→ -7%, 8, 0%, -2%, 1, x, -1%, -3%, 4%, 0.2%, 0%
- Cc1ccc(OCC(=O)N/N=C\c2cccs2)c([N+](=O)[O-])c1
→ 6%, 1, 5%, -5%, 0, -8%, x, 0%, u, -1.2%, -2%
- COCCNC(=O)CN1CCC(NC(=O)Nc2ccccc2)CC1
→ -14%, 5, -4%, -1%, 1, -6%, 2%, 2%, 1%, 0.4%, -1%
- O=c1sc2ccccc2c(N2CCN(c3ccccc3)CC2)c1[N+](=O)[O-]
→ 3%, 5, -2%, -1%, 7, 14%, 3%, 1%, 0%, -0.5%, 0%
- Cc1ccc(-c2cc3nc(-c4ccccc4)cc(N4CCC5(CC4)OCCO5)n3n2)cc1
→ 3%, -23, 3%, 382%[activator], -2, 2%, 0%, -9%, -4%, 0.1%, 2%
- COC(=O)C1=C(C)N(Cc2ccccc2)C(=NCc2cc(OC)c(OC)c(OC)c2)N[C@H]1c1cccc(F)c1
→ -9%, -6, 2%&-1%, 9%, -2&1, 2%&-28%, x, 4%&2%, u, 1.0%&-0.7%, x
- COc1ccc(S(=O)(=O)N2CCCCC2)cc1NC(=O)CCNC(=O)c1ccc(Cl)cc1
→ u, -25, x, -2%, x, x, x, -1%, 0%, 0.7%, 0%

An excerpt; rates above refer to the full screens.
